Screening results: PubChem BioAssay, National Center for Advancing Translational Sciences (NCATS)
TRHR PAM: allosteric enhancers of human TRH receptor. P34981. TRHR cells, fluo-8 calcium fluorescence, EC20 TRH enhancement. enhancement, % at 2 µM. hit rate 0.66% among 360,000; in the data active = enhancement above about 30%; also: 0% is about no effect
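Enhancer read-out: after compound pinning and an initial kinetic agonist-mode read, an EC20 of TRH (10 nM final) was injected and fluo-8 calcium signal (Ex 480/Em 530) followed at 1 s/cycle for 100 cycles in TRHR-expressing cells.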
D1 ag: human D1 receptor agonism | HEK293 T-REx D1 cells, calcium flux, agonist mode | activation, % at 2 µM | hit rate 1% among 360,000 | AID 504660; in the data active = activation above about 30%; also: 0% is about no effect
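Tetracycline-induced HEK293 TREx D1 cells, force-coupled to calcium signalling, were dye-loaded with a no-wash calcium kit. Compound was pin-added after a 10 s baseline. Fluorescence was read kinetically at 1 cycle/s for 180 s, with calcium rises flagged as agonism.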
D2 agonist: activates the human D2 dopamine receptor; P14416; HEK293 T-REx D2 cells, calcium flux agonist mode; activation, % at 2 µM; hit rate 0.53% among 340,000; AID 485358;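 active = activation over 3 SD above normal in the single-dose calcium agonist read, cut at about 30% in these data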; also: 0% is about no effect
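Agonism scored from kinetic calcium signal (1 read/sec, 180 s) following compound pin transfer, after a 10 s baseline. Cells: HEK293 Trex line expressing inducible D2 receptor coupled to calcium, dye-loaded after overnight culture at 30 C.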
D1 antagonist: blocks dopamine activation of the human D1 receptor. hit rate 3.2% among 360,000. AID 504652. HEK293 TREx D1 cells, calcium flux, dopamine EC80; active compounds read low. activity change, negative = inhibition, % at 10 µM. P21728; in the data active = activity change below about -30%; also: % is scaled to controls: 0 for no effect and ±100 for the full control effect
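Kinetic fluorescence of a calcium dye serves as the read-out. D1-expressing Hek293 Trex cells, induced overnight at 30 C, are exposed to compound for 180 s before an EC80 dopamine addition, then read 180 s further.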
RXFP1 antagonist: blocks the human relaxin receptor RXFP1; Q9HBX9; HEK293-RXFP1, relaxin-stimulated cAMP HTRF, 30 min; active compounds read low; activity change, negative = inhibition, % at 57.5 µM; hit rate 0.59% among 350,000; AID 1259400;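 active = activity change of -60% or lower, but not beyond a set lower limit; inconclusive = change between -60% and -40%, or beyond the set limit; inactive = change above -40%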; also: % is scaled to controls: 0 for no effect and ±100 for the full control effect
Target sequence (Q9HBX9 whole entry, looked up): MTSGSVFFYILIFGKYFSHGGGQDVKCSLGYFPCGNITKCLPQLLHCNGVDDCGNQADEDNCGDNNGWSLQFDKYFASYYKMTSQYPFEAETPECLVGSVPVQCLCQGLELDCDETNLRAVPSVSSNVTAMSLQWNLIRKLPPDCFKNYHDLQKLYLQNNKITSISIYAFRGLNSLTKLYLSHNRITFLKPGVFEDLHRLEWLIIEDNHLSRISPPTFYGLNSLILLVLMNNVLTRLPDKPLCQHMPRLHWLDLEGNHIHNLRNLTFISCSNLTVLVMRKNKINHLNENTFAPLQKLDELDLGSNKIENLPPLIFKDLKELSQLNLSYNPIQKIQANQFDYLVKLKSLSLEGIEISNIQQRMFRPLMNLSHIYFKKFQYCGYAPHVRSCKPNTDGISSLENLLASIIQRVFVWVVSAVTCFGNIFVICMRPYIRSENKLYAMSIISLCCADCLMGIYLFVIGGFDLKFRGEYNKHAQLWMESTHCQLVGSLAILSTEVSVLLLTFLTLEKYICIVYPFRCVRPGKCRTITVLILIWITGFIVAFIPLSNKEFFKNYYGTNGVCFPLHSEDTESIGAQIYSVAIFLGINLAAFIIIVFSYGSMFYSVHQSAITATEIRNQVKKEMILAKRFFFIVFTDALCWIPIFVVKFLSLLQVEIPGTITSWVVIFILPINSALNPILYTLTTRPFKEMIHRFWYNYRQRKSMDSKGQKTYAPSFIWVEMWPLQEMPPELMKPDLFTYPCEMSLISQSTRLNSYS
D2 antagonist: D2 dopamine receptor (human) antagonism; P14416; HEK293 TREx D2 cells, calcium flux, dopamine EC80; inhibition, % at 10 µM; hit rate 2% among 340,000; AID 485344; in the data active = inhibition above about 30%; also: 0% is about no effect
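Inhibition of EC80 dopamine-driven calcium flux, recorded kinetically, defines activity here; cells are a tetracycline-induced HEK293 T-REx line expressing force-coupled D2.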
D2 potentiator: positive allosteric modulators of human D2 dopamine receptor. HEK293 T-REx D2, calcium flux, EC20 dopamine potentiation. potentiation, % at 10 µM. hit rate 0.34% among 340,000. AID 485347;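 active = potentiation over 3 SD above the plate norm, cut at about 30% in these data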; also: 0% is about no effect
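Primary screen. Calcium kinetics in induced HEK293 T-REx D2 cells: compound pre-addition 180 s, EC20 dopamine, 180 s more.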
RXFP1 agonist: activates the human relaxin receptor RXFP1. Q9HBX9. HEK293T-RXFP1 cAMP TR-FRET, 30 min; response scale: percent of porcine relaxin response, buffer zero. Potency, µM (top dose mostly 57.5 µM), without a hit: at the highest dose activation, most hits filed as activators. hit rate 0.3% among 370,000; active = well fitted activation curve with a large enough effect; inconclusive = small, poorly fitted or top-dose-only effect; also: potency is read from the fitted curve at half-maximal effect; % is scaled to controls: 0 for no effect and ±100 for the full control effect; nearly all actives have a fitted effect of over 60% in size; many of its hits are not listed in these tables
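cAMP rise read by TR-FRET after 30 min, 37C compound exposure (up to 58 uM) in RXFP1-transfected HEK293 cells with Ro 20174 present. EC50 from Hill-equation fits, with 29 nM porcine relaxin as 100% and buffer as basal.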
D1 PAM: enhances dopamine response at the human D1 receptor; AID 504651; HEK293 TREx D1 cells, calcium flux, dopamine EC20 potentiation; hit rate 0.036% among 360,000; potentiation, % at 10 µM; P21728; in the data active = potentiation above about 30%; also: 0% is about no effect
The depositor's hits bear a star; ? = inconclusive; nt = not tested or not shown. A portion of the library; rates above refer to the full screens.

The first six compounds, to show the layout:
SMILES	TRHR PAM	D1 ag	D2 agonist	D1 antagonist	RXFP1 antagonist	D2 antagonist	D2 potentiator	RXFP1 agonist	D1 PAM
Cc1cccc(N2CCN(S(=O)(=O)c3c(C)[nH]c(C)c3C(=O)N3CCCC3)CC2)c1C	-3	4	0.7	17	4	-5	-1	-2.0%	-2
COc1ccc(C(=O)Cc2ccc3c(c2)OCO3)c(O)c1	2	21	-2.3	-4	9	6	-10	0.0%	3
Cc1ccc2cc(C(c3nnnn3CC3CCCO3)N3CCc4ccccc4C3)c(=O)[nH]c2c1 (stereo not drawn)	-5	1	-0.1	3	-3	4	1	2.7%	-6
COc1ccccc1CNC(=O)N1CCN(c2ccccc2)CC1	-1	4	1.2	-8	6	6	-6	2.6%	-11
Cc1ccc(Cl)cc1NC(=O)CCC(=O)N1CC(C)Sc2ccccc21 (stereo not drawn)	-9	0	-0.3	1	-16	nt	0	0.7%	-1
O=C(CCNS(=O)(=O)c1ccc(Cl)cc1)N1CCC2(O)CCCCC2C1 (stereo not drawn)	-10	4	-0.7	-6	-8	4	26	-0.4%	-1

This part in full (from the top)
SMILES	TRHR PAM	D1 ag	D2 agonist	D1 antagonist	RXFP1 antagonist	D2 antagonist	D2 potentiator	RXFP1 agonist	D1 PAM
Cc1cccc(N2CCN(S(=O)(=O)c3c(C)[nH]c(C)c3C(=O)N3CCCC3)CC2)c1C	-3	4	0.7	17	4	-5	-1	-2.0%	-2
COc1ccc(C(=O)Cc2ccc3c(c2)OCO3)c(O)c1	2	21	-2.3	-4	9	6	-10	0.0%	3
Cc1ccc2cc(C(c3nnnn3CC3CCCO3)N3CCc4ccccc4C3)c(=O)[nH]c2c1 (stereo not drawn)	-5	1	-0.1	3	-3	4	1	2.7%	-6
COc1ccccc1CNC(=O)N1CCN(c2ccccc2)CC1	-1	4	1.2	-8	6	6	-6	2.6%	-11
Cc1ccc(Cl)cc1NC(=O)CCC(=O)N1CC(C)Sc2ccccc21 (stereo not drawn)	-9	0	-0.3	1	-16	nt	0	0.7%	-1
O=C(CCNS(=O)(=O)c1ccc(Cl)cc1)N1CCC2(O)CCCCC2C1 (stereo not drawn)	-10	4	-0.7	-6	-8	4	26	-0.4%	-1
O=C(CNCc1ccccn1)Nc1cc(C(F)(F)F)ccc1N1CCOCC1	2	2	-0.3	-3	-13	-35	2	3.2%	-1
O=C(c1ccco1)N1CCN(C23CC4CC(CC(C4)C2)C3)CC1	-1	0	9.2	4	4	0	1	-1.6%	7
CCN(C(=O)COC(=O)/C=C/c1ccccc1[N+](=O)[O-])C1CCS(=O)(=O)C1 (stereo not drawn)	1	5	6.5	-12	1	4	-6	2.0%	-3
CC(NC(=O)COC(=O)CCc1ccc(S(=O)(=O)N2CCOCC2)cc1)C1CC2CCC1C2 (stereo not drawn)	3	6	0.3	-22	0	5	-11	1.7%	-7
CCSc1nnc(NC(=O)c2cccnc2Cl)s1	-3	2	0.7	19	-9	18	-6	-1.1%	-6
CC1(C)CC(NC(=O)C2CCN(S(=O)(=O)c3ccccc3C(F)(F)F)CC2)CC(C)(C)N1	-1	3	0.1	1	3	4	9	0.7%	-2
COC(=O)CNC(=O)c1cn(CC(C)C)c(=O)c2cc(OC)c(OC)cc12	-11	1	0.7	-2	3	-3	-2	0.5%	5
CCCCc1ccc(NC(=O)N2CCN(c3cc(C)nc4ccccc34)CC2)c(C)c1	5	3	-0.2	-4	-14	3	3	-0.3%	-6
CSc1ncc(Cl)c(C(=O)N(Cc2ccccc2Cl)C2CCS(=O)(=O)C2)n1 (stereo not drawn)	-8	1	-1.0	-11	nt	nt	-15	-1.1%	-2
O=C(N/N=C/c1cc(Cl)c(O)c(Cl)c1)c1cc2c(ccc3ccccc32)o1	5	7	-0.9	-4	-81*	1	3	0.1%	-1
COC(=O)CON1C(=O)c2ccccc2C1=O	0	3	1.3	-5	-6	-4	6	0.7%	-5
CC(=O)c1cccc(S(=O)(=O)NCC(C)(C)N2CCOCC2)c1	-7	5	0.7	-21	-5	6	-9	1.7%	0
CCC(CC)c1nnc(NC(=O)CCS(=O)(=O)Cc2ccccc2)s1	-17	0	-0.3	1	0	-23	-5	0.3%	-1
Cc1cccc(OCC(=O)Nc2ccc(C(=O)Nc3ccccc3C(=O)O)cc2)c1C	2	0	0.5	5	-21	18	0	-2.7%	-2

Profiles from above:
Cc1ccc(Cl)cc1NC(=O)CCC(=O)N1CC(C)Sc2ccccc21 (stereo not drawn) reads TRHR PAM: -9; D1 ag: 0; D2 agonist: -0.3; D1 antagonist: 1; RXFP1 antagonist: -16; D2 antagonist: nt; D2 potentiator: 0; RXFP1 agonist: 0.7%; D1 PAM: -1
COc1ccc(C(=O)Cc2ccc3c(c2)OCO3)c(O)c1 reads TRHR PAM: 2; D1 ag: 21; D2 agonist: -2.3; D1 antagonist: -4; RXFP1 antagonist: 9; D2 antagonist: 6; D2 potentiator: -10; RXFP1 agonist: 0.0%; D1 PAM: 3

The list continues.
SMILES	TRHR PAM	D1 ag	D2 agonist	D1 antagonist	RXFP1 antagonist	D2 antagonist	D2 potentiator	RXFP1 agonist	D1 PAM
Cc1ccccc1C(=O)N1CCN(c2ccc(NC(=O)c3ccc4c(c3)OCCO4)cc2)CC1	-4	16	0.3	-26	?	0	-2	-0.9%	-6
COc1ccc(C(=O)/C=C/Nc2cc(C)on2)c(OC)c1	-1	1	0.2	-1	-7	-8	-1	0.1%	-2
CC(C)c1nc2sc3c(c2c(=O)n1N)CC(C)(C)OC3	13	12	nt	-2	-11	nt	nt	-0.3%	0
COCCCN(C(C)=O)c1nc(-c2ccc(OC)cc2)cs1	-4	0	-1.2	8	-2	3	7	3.9%	-5
O=C(NCc1ccccc1)/C(=C\c1ccccc1)NC(=O)c1ccco1	1	2	-0.3	-11	2	7	-3	-1.1%	4
COc1ccc(C2/C(=C(\O)c3ccc4c(c3)OCCO4)C(=O)C(=O)N2CCCn2ccnc2)cc1 (stereo not drawn)	1	7	nt	3	16	nt	nt	19%	-1
O=C(COc1ccc2oc3c(c2c1)CCCC3)Nc1cccc(Br)c1	6	12	0.0	0	nt	nt	-16	-0.7%	-1
O=S(=O)(NCc1ccccc1)c1cccc2cccnc12	-6	-3	-0.7	-21	4	-26	14	0.2%	1
O=C(NCCCn1ccnc1)C1CCCN(S(=O)(=O)c2cc(Cl)ccc2Cl)C1 (stereo not drawn)	6	0	1.0	0	11	-49	8	0.4%	2
Cc1cc(C)cc(NC(=O)COc2cccc3c(=O)n(C)ccc23)c1	-1	1	1.1	nt	nt	nt	3	3.1%	0
CCOc1ccc2nc(N3CCN(C(=O)C(C)C)CC3)sc2c1	-2	0	0.6	nt	-10	nt	19	-0.3%	2
Cc1cccc(Nc2nnc(SCC(=O)NC(=O)Nc3ccc4c(c3)OCCO4)s2)c1	2	4	nt	19	-4	nt	15	6.5%	3
CCCCn1c(N)c(N(CCOC)C(=O)CSCC(=O)Nc2cccc(C)c2)c(=O)[nH]c1=O	-3	-2	0.4	-20	-6	-3	7	0.6%	-7
CCN(C(=O)COC(=O)c1cnc(C)cn1)c1c(N)n(Cc2ccccc2)c(=O)[nH]c1=O	-3	2	0.4	25	1	2	-4	0.6%	-4
CC(CP(=O)(O)O)NC(=O)Cc1ccccc1 (stereo not drawn)	7	6	-0.6	-30	-6	15	-3	2.9%	-7
Cc1ccc(NC(=O)c2cc3cccc([N+](=O)[O-])c3[nH]2)cc1	-9	1	1.2	-16	-5	15	-19	-0.2%	-4
COc1ccccc1NC(=O)CCN1C(=O)/C(=C/c2cc(OC)c(OC)c(OC)c2)SC1=S	6	0	0.2	-9	1	-3	11	2.3%	-11
COc1cc(C(=O)Nc2nnc(CC(C)(C)C)s2)cc(OC)c1OC	7	0	nt	9	-11	nt	0	4.9%	0
C=CCN(CC=C)C(=O)CN1C(=O)NC(Cc2c[nH]c3ccccc23)C1=O (stereo not drawn)	2	3	-0.3	4	5	-2	5	8.8%	-1
O=C(Nc1ccc(N2CCOCC2)cc1)c1cccnc1	-4	2	-0.2	-4	0	-11	1	-0.9%	1
CCC(=O)Nc1sc(C(=O)OC)c(C)c1C(=O)OC	2	3	-0.1	-3	-9	-5	3	2.5%	1
NC1=NC[C@H](Cc2ccccc2)N1CCc1cc(C(F)(F)F)cc(C(F)(F)F)c1	1	4	-1.4	5	nt	-2	-1	0.1%	1
O=C(O)c1ccc(-c2nnn(Cc3ccccc3F)n2)cc1	2	4	0.9	-7	0	-9	3	1.5%	-5
CCN(CC(=O)Nc1ccc(NC(C)=O)cc1)C(=O)CSCc1c(C)noc1C	1	2	nt	-8	4	nt	nt	1.3%	-6
CCCCn1nc(C(=O)N(CC(C)C)c2c(N)n(CCCC)c(=O)[nH]c2=O)c2ccccc2c1=O	-1	3	0.0	-18	-9	0	1	0.0%	-4
CC(=O)N/C(=C\c1cccc([N+](=O)[O-])c1)C(=O)NC1CCCCC1	28	5	-1.8	-10	nt	-11	2	0.7%	-1
Cc1ccc(OCC(=O)NC2CCCC(C)C2C)c([N+](=O)[O-])n1 (stereo not drawn)	10	5	0.4	13	-5	5	-3	7.1%	nt
CCOC(=O)C1C(=O)NC(SCC(=O)OC)=C(C#N)C1c1ccccc1OCC (stereo not drawn)	0	2	0.4	2	4	14	4	2.7%	0
CCOC(=O)Cc1csc(NC(=O)CSc2cc(Cl)ccc2Cl)n1	-4	6	nt	0	6	nt	7	1.9%	-3
COCCCNC(=S)Nc1ccccc1C	-2	5	-1.0	-5	-5	-9	1	1.7%	-2
Cc1ccc(S(=O)(=O)NCCC(=O)NCC(c2cccs2)N2CCOCC2)cc1 (stereo not drawn)	1	10	-0.4	4	-5	19	-6	-1.0%	-3
COc1ccccc1-c1nnc(NC(=O)c2ccc3ncsc3c2)o1	2	0	-0.2	-23	-35	8	-1	-0.4%	-4
COc1ccc(OCc2nnc(SCC(=O)N3C(C)CCCC3C)o2)cc1 (stereo not drawn)	-3	6	-0.5	-19	12	-4	-2	-2.7%	-8
COC(=O)c1nn(-c2ccc(-c3ccccc3)cc2)cc1O	-4	1	-0.9	-4	-4	24	12	2.8%	-2
